LDHA inh = blocks human lactate dehydrogenase A | P00338 | actives 0.15% (n = 480,000) | activity change, % (values are at about 110 or 230 µM) | AID 1347041 | purified LDHA, NADH/diaphorase-resazurin fluorescence; active compounds read low; in the data active = activity change below about -30%; inconclusive = mostly about -25% to -30%;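 note: plate controls were DMSO wells for no effect and wells without enzyme for full effect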
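Human LDH5 (2 nM) was incubated with 0.06 mM NADH and 0.2 mM pyruvate for 5 min at room temperature in Tris pH 7.4. Remaining NADH was coupled through diaphorase/resazurin, and resorufin fluorescence was read at 0 and 20 min.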
POLK inh = blocks human DNA polymerase kappa activity; Q9UBT6; purified Pol kappa, fluorescent DNA synthesis assay, 10 min; Potency, µM (highest dose often 107 µM), inactives show top-dose activity, negative = inhibition, hits mostly inhibitors; actives 0.53% (n = 400,000); note: potency is the fitted concentration of half-maximal effect; % is set by controls: 0 for no effect and ±100 for the full control effect
Target sequence (Q9UBT6 whole entry, looked up): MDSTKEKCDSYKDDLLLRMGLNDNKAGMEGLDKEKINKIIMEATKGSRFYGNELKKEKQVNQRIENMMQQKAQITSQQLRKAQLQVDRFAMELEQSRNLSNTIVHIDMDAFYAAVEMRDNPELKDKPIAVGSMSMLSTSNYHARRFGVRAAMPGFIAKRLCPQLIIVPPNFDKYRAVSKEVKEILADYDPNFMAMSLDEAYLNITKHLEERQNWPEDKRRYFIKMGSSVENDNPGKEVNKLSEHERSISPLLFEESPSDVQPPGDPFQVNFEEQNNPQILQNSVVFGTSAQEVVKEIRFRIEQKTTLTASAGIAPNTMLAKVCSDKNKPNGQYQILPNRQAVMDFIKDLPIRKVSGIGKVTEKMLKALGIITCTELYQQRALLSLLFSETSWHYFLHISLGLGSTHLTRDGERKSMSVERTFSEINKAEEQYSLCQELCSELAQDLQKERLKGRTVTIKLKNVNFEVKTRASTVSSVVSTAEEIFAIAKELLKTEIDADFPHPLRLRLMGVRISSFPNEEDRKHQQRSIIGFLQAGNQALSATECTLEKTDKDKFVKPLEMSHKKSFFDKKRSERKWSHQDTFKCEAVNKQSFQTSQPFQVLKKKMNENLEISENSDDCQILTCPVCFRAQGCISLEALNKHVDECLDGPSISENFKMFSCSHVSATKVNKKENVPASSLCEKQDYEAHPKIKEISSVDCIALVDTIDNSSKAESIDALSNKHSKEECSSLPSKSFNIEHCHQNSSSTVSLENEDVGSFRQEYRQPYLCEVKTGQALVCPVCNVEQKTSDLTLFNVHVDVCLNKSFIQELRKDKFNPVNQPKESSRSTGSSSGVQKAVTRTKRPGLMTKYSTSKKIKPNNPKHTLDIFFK
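Readout: fluorescence, taken kinetically at 0 and 10 min. Conditions: 10 nM Pol kappa, 15 min RT compound preincubation, 50 nM substrate final. Controls: enzyme-free buffer wells.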
Anesthetic bind = binds horse apoferritin like a general anesthetic. apoferritin/1-aminoanthracene competitive binding, fluorescence. Potency, µM (top dose mostly 77.5 µM), inactives show at the top dose activity change, negative = displacement, most hits filed as inhibitors. actives 0.074% (n = 350,000); note: potency is the fitted concentration of half-maximal effect; % is set by controls: 0 for no effect and ±100 for the full control effect; nearly all actives have a fitted effect of over 20% in size
Target sequence (P02791 2-175 limits assumed): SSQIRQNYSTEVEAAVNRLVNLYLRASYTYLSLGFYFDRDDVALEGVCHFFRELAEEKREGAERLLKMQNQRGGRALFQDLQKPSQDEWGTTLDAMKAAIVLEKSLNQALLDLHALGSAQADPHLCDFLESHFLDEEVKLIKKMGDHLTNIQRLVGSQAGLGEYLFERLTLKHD
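Concentration-response curves derived by four-parameter Hill fitting of normalized fluorescence, where compounds displaced 1-AMA from 10 uM horse apoferritin following a brief 10 min room-temperature incubation; propofol titration acted as positive control.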
ALOX12 inh = blocks human arachidonate 12S-lipoxygenase; P18054; Potency, µM (top dose mostly 108 µM), for the others: at the top dose activity change, negative = inhibition, usual class: inhibitors; actives 1.1% (n = 580,000); purified 12hLO, xylenol orange hydroperoxide absorbance; note: potency is the fitted concentration of half-maximal effect; % is set by controls: 0 for no effect and ±100 for the full control effect
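Purified human 12hLO (150 nM final) in 25 mM Hepes, 0.01% Triton X-100, pH 7.0 was preincubated 15 min at room temperature with compound. Then 40 uM arachidonic acid was added, 30 min. Hydroperoxide was read by Fe-XO absorbance ratio 573/405 nm.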
POLB inh = inhibitors of human DNA polymerase beta; P06746; Pol beta primer extension/strand displacement, fluorescence kinetic; Potency, µM (doses to about 114 µM), without a hit: at the top dose activity change, negative = inhibition, hits mostly inhibitors; actives 1.3% (n = 340,000); note: potency is the fitted concentration of half-maximal effect; % is set by controls: 0 for no effect and ±100 for the full control effect
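Homogeneous kinetic assay of primer extension and strand displacement by 10 nM Pol beta, preincubated 15 min at room temperature with compound before 50 nM substrate (final) was added. Read at 0 and 10 min; four-parameter Hill fit.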
Pol eta inh = DNA polymerase eta (human) inhibition. recombinant Pol eta, fluorescent DNA replication assay. actives 1.2% (n = 390,000). Potency, µM (top dose mostly 114 µM), for the others: top-dose activity change, negative = inhibition, usual class: inhibitors; note: potency is the fitted concentration of half-maximal effect; % is set by controls: 0 for no effect and ±100 for the full control effect
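Fluorescent replication assay: 50 nM final substrate added after a 15 min room-temperature compound preincubation with 10 nM enzyme. Signal taken at 0 min and again at 10 min.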
ERG Ets-DNA blk = inhibitors of human ERG Ets domain-DNA interaction; fluorescence polarization, His-ERG Ets domain / labelled DNA; Potency, µM (series often up to 76.9 µM), for inactives: at the top dose FP activity, negative = inhibition, usual class: inhibitors; actives 0.028% (n = 370,000); active = well fitted inhibition curve with a large enough effect in the polarisation, with a control signal flat; inconclusive = small, poorly fitted or top-dose-only effect, or effect the other way, or a change in a side signal; inactive = no such curve, though single readings can be large or run the other way; the % refers to the polarisation;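 note: polarization taken with two DNA probes labelled with fluorescein and Texas red; potency is the fitted concentration of half-maximal effect; % of control where 0% means no effect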
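His-tagged ERG Ets domain (1 uM in the protein solution; 300mM KCl, 50mM Tris-HCl, 1mM EDTA, 1mM DTT, pH 7.5) received compound, then a probe mix of 5 nM fluorescein-DNA and 100nM Texas-615-DNA. Fluorescence polarization was read for both dyes.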
RGS4 inhibitor = inhibitors of human regulator of G protein signaling 4; Transcreener GDP fluorescence polarization, RGS4-accelerated GTP hydrolysis; Potency, µM (highest dose often 114 µM), inactives show at the top dose activity change, negative = inhibition, most hits filed as inhibitors; actives 0.039% (n = 390,000); note: potency is the fitted concentration of half-maximal effect; % is set by controls: 0 for no effect and ±100 for the full control effect; nearly all actives have a fitted effect of over 75% in size; some results filed as inactive show a strong effect at the top dose
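MLSMR compounds (23 nl, pin-transferred) preincubated 10 min at room temperature with a 500nM (2x) first reagent, then RGS4 at 900nM (2x) plus Transcreener GDP mix added; fluorescence polarization (620/688 nm) read before and after 90 min at 30 °C.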
APEX1 inh = APE1 (human) endonuclease inhibition. Potency, µM (titrated, usually from 65.8 µM), inactives show top-dose activity change, negative = inhibition, actives largely listed as inhibitors. recombinant APE1, TAMRA/BHQ-2 abasic DNA cleavage fluorescence. AID 2517. actives 0.35% (n = 350,000);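 note: potency is the fitted concentration of half-maximal effect; plate controls were vehicle for no effect and reference inhibitor for full effect; nearly all actives have a fitted effect of over 55% in size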
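Enzyme (0.75 nM final) and test compound are incubated 15 min at room temperature before adding 50 nM quenched THF abasic-site duplex. Cleavage dequenches TAMRA, followed at 525/598 nm over three reads one minute apart.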
Numbers without * were called inactive; ? = inconclusive; . = no result given; [ ] = dose if it differs, or a comment. Unless noted, calls come from the whole dose curve; as a rule, active = well fitted curve in the direction sought with a large enough effect; inconclusive = small, poorly fitted or top-dose-only effect, or another doubt; inactive = no such curve, though single readings can be large; an effect the other way counts as inactive or inconclusive.

Under each structure – LDHA inh	POLK inh	Anesthetic bind	ALOX12 inh	POLB inh	Pol eta inh	ERG Ets-DNA blk	RGS4 inhibitor	APEX1 inh
CCC(=O)N(Cc1c(C)nn(-c2ccccc2)c1Cl)c1ccc(Cl)cc1
  3	-6%	-3%	-1%	8%	-21%	2%	-14%	-3%
CCn1c(=O)cc(SCC(=O)N2CCN(C3CCCCC3)CC2)c2ccccc21
  4	5%	4%	-7%	1%	-15%	7%	-34%	0%
COc1ccc(Br)cc1C1CC(=O)C(C)C(c2cc(Br)ccc2OC)N1 (centres undefined)
  -2	-9%	2%	-6%	28%	-2%	-8%	43%	-10%
COc1cccc(-c2ccc3ncnc(NCc4ccccc4OC)c3c2)c1
  .	-10%[60.1 µM]	4%	?	.	.	.	.	3%
CCc1cc(=O)oc2c3c(cc(OCC(=O)NC4CC4)c12)OC(C)(C)CC3
  -4	3%	-5%	79%[activator]	3%	-14%	11%	7%	14%
N#Cc1ccc(-c2cccnc2)nc1SCC(=O)c1ccccc1
  3	-6%	5%	39%[activator]	15%	-17%	11%	-43%	8%
O=S(=O)(c1ccc(Br)cc1)N1CCN(c2cc(-c3ccccc3)nc3ncnn23)CC1
  -11	-6%	-2%	-14%	-2%	-11%	-3%	25%	-2%
CNC(=S)N(CCc1c(C)[nH]c2ccc(C)cc12)Cc1ccco1
  0	-9%	-10%	23%[57.4 µM]	-3%	-27%	0%	-14%	-2%
CCOc1ccc(-c2c(C(=O)N/N=C/c3ccc(OC(C)C)cc3)nnn2-c2nonc2N)cc1
  -6	-8%	?	-5%	-2%	-22%	-4%	-22%	6%
NC(=O)CSCc1ccc(Br)cc1
  -5	0%	0%	-9%	11%	5%	-3%	9%	-1%
Cc1cc(S(=O)(=O)Nc2ccc(C(=O)NCC3(N4CCCCC4)CCCCC3)cc2)ccc1F
  -7	8%	.	-22%	.	-4%	5%	27%	14%
O=C(CSc1nnnn1-c1ccc2c(c1)CCC2)Nc1ccc2c(c1)OCCO2
  -11	-13%	-8%	-14%	-7%	-15%	-4%	5%	-10%
N/C(=N\c1nc2c(c(=O)[nH]1)CCC2)Nc1cccc2ccccc12
  -5	1%	-6%	-30%	4%	-9%	-4%	-7%	0%
Cc1sc2c(c1C)C(O)=C(C(=O)Nc1ccccc1)S(=O)(=O)N2C
  0	-16%	7%	?	17%	0%	-2%	-11%	1%
COc1cc(OC)c(N(C)C(=O)c2nn(C)c3c2CSc2ccccc2-3)cc1Cl
  -3	1%	-13%	-17%	1%	-29%	3%	-10%	.
CNC(=S)N1N=C(c2ccc(C)cc2)CC1c1ccc(Br)cc1 (centres undefined)
  -5	-14%	3%	-26%	1%	-15%	5%	-7%	-2%
CCCN(CC(=O)Nc1ccccc1C)C(=O)C1CCN(S(=O)(=O)c2cccc(C(F)(F)F)c2)CC1
  3	-5%	.	-14%	.	-16%	1%	-41%	31%
Cc1sc2nc(CN(C(=O)NC3CCCCC3)C3CCCCC3)[nH]c(=O)c2c1C
  -10	-8%	-2%	8%	4%	-12%	.	21%	7%
CCOCCN(C=O)c1cccc(OC)c1
  10	-25%	-8%	-4%	11%	-6%	-1%	12%	5%
CC(=O)c1cccc(NC(=O)/C(=C/c2ccncc2)NC(=O)c2ccccc2)c1
  -5	2%	4%	-3%	31%	-18%	-3%	-16%	4%
COCCCC1CCN(C(=O)C2CCC(=O)N(Cc3cccc(F)c3)C2)CC1 (centres undefined)
  -3	-10%	-5%	0%	5%	-2%	4%	32%	-10%
COc1ccc(-c2nnc(SCC(=O)NCc3cccs3)n2C)cc1
  -1	-1%	-6%	3%	6%	0%	.	-12%	2%
O=C(O)c1cccc(N2C(=O)c3cc4cccc(Br)c4cc3C2=O)c1
  -4	2%	7%	?	?	-13%	-8%	0%[56.9 µM]	-20%
O=C(CSc1nc2c(c(=O)n1-c1ccc(Cl)cc1)SCC2)Nc1nccs1
  1	-7%	5%	5%	0%	-11%	-1%	-19%	-8%
CCCCN(C(=O)c1ccc(C)o1)c1c(N)n(CC(C)C)c(=O)[nH]c1=O
  -4	-1%	.	333%[activator]	.	1%	-1%	14%	2%
CC(=O)c1cccc(NC(=O)Nc2sc3nc4n(c(=O)c3c2C)CCC(C)CC4)c1 (centres undefined)
  -12	4%	-4%	-23%	6%	2%	7%	23%	.
CCN(C(=O)COC(=O)c1cc(-c2ccccc2)nc2c1c(C)nn2-c1ccc(C)cc1)C1CCS(=O)(=O)C1 (centres undefined)
  -5	2%	-6%	-4%	?	-21%	-4%	-11%	11%
CCOC(=O)[C@@H]1[C@H]2COc3cc(OC)ccc3[C@@H]2N2C(=O)N(c3cccc(Cl)c3)C(=O)[C@@]12C
  -2	1%	-8%	.	-3%	-4%	10%	4%	-8%
N#C/C(=C/c1cn(CC(=O)O)c2ccccc12)c1ccc(F)cc1
  10	-14%	-6%	-3%	-27%	-16%	1%	8%	-2%
Cc1nn(-c2ccccc2)c(C)c1C(=O)OCC(=O)Nc1ccc2c(c1)OCO2
  -1	-21%	?	-6%	0%	-8%	-1%	9%	-4%

5 entries picked at random from those above:
Under each structure – LDHA inh	POLK inh	Anesthetic bind	ALOX12 inh	POLB inh	Pol eta inh	ERG Ets-DNA blk	RGS4 inhibitor	APEX1 inh
COCCCC1CCN(C(=O)C2CCC(=O)N(Cc3cccc(F)c3)C2)CC1 (centres undefined)
  -3	-10%	-5%	0%	5%	-2%	4%	32%	-10%
CCN(C(=O)COC(=O)c1cc(-c2ccccc2)nc2c1c(C)nn2-c1ccc(C)cc1)C1CCS(=O)(=O)C1 (centres undefined)
  -5	2%	-6%	-4%	?	-21%	-4%	-11%	11%
O=C(CSc1nc2c(c(=O)n1-c1ccc(Cl)cc1)SCC2)Nc1nccs1
  1	-7%	5%	5%	0%	-11%	-1%	-19%	-8%
CCCN(CC(=O)Nc1ccccc1C)C(=O)C1CCN(S(=O)(=O)c2cccc(C(F)(F)F)c2)CC1
  3	-5%	.	-14%	.	-16%	1%	-41%	31%
Cc1sc2nc(CN(C(=O)NC3CCCCC3)C3CCCCC3)[nH]c(=O)c2c1C
  -10	-8%	-2%	8%	4%	-12%	.	21%	7%

Whole records as entered above.
`N#C/C(=C/c1cn(CC(=O)O)c2ccccc12)c1ccc(F)cc1` is listed as LDHA inh = 10; POLK inh = -14%; Anesthetic bind = -6%; ALOX12 inh = -3%; POLB inh = -27%; Pol eta inh = -16%; ERG Ets-DNA blk = 1%; RGS4 inhibitor = 8%; APEX1 inh = -2%
`CCCN(CC(=O)Nc1ccccc1C)C(=O)C1CCN(S(=O)(=O)c2cccc(C(F)(F)F)c2)CC1` is listed as LDHA inh = 3; POLK inh = -5%; Anesthetic bind = .; ALOX12 inh = -14%; POLB inh = .; Pol eta inh = -16%; ERG Ets-DNA blk = 1%; RGS4 inhibitor = -41%; APEX1 inh = 31%

Carrying on:
Under each structure – LDHA inh	POLK inh	Anesthetic bind	ALOX12 inh	POLB inh	Pol eta inh	ERG Ets-DNA blk	RGS4 inhibitor	APEX1 inh
COc1cc(/C=N/NC(=O)c2cn(-c3cccc(C)n3)cn2)ccc1O
  -3	-13%	4%	3%	?	-15%	-4%	5%	-2%
COc1cc2c(cc1OC)-c1nnc(C)n1C(C)(C)C2
  2	-4%	1%	-10%	7%	-14%	-1%	-3%	27%
COc1cccc(CCC(=O)O)c1OC
  -2	-4%	-11%	-21%	12%	-18%	-7%	-46%	13%
CN1CCN(C(=S)c2cn(Cc3ccc(F)cc3)c3ccccc23)CC1
  -16	-4%	?	-27%	90%	-24%	1%	3%	-22%
O=C(Cn1cncn1)N/N=C/c1ccccc1Cl
  -11	-9%	-5%	0%	-13%	-11%	-11%	30%	17%
Cn1c(SCC(=O)c2ccc(O)c(O)c2)nnc1-c1ccccc1
  -3	-37%	7%	-21%	5%	-26%	-4%	-2%	9%
C/C(=N\NC(=O)Cc1c(F)cccc1Cl)c1cccnc1
  -1	8%	-8%	462%[activator]	-13%	-6%	-2%	-14%	14%
Cc1cc(-c2ccc(Cl)cc2)n2ncnc2n1
  -2	12%	4%	22%	22%	-7%	12%	-8%	-8%
CCOc1cc2c(cc1OCC)C(c1ccccc1)N(c1ccc(C(=O)O)cc1)C(=O)C2 (centres undefined)
  1	10%	3%	-12%	0%	-6%	1%	1%	12%
CCOc1ccc(C2C3=C(Nc4nc(N)[nH]c(=O)c42)c2ccccc2C3=O)cc1 (centres undefined)
  -7	-6%	-9%	?	?	-5%	14%	-35%	-1%
O=C(c1noc2c1CCCCC2)N1CCN(c2ccc(Cl)cc2)CC1
  -3	4%	6%	?	3%	7%	-3%	9%	.
Cc1ccc([C@@H]2[C@@H]3C(=O)N(C)C(=O)[C@@H]3[C@@H]3C(=O)Nc4ccccc4C(=O)N23)cc1
  -4	-16%	-7%	13%	26%	-7%	-1%	10%	-9%
CCOc1ccc(-n2c(=O)[nH]c3sc4c(c3c2=O)CCCC4)cc1
  -9	-1%	-4%	16%	16%	-15%	-5%	-6%	-1%
COc1ccc(CN2C(=O)NC3(CCCC3)C2=O)cc1F
  -4	3%	-11%	-2%	-1%	-12%	-11%	1%	-1%
CO/N=C/C(c1ncc(C(F)(F)F)cc1Cl)S(=O)(=O)c1ccccc1 (centres undefined)
  1	2%	-19%	2%	10%	-19%	-2%	-16%	-10%
COc1ccccc1OCC(=O)NCCC1=CCCCC1
  -7	-11%	3%	0%	17%	-5%	9%	-5%	14%

A portion of the library. The share of hits here may be higher or lower than overall.
